Screening data deposited in PubChem by National Center for Advancing Translational Sciences (NCATS).
pAkt inh – Akt phosphorylation inhibition | Neuro2A IGF-stimulated pAkt S473 HTRF, 20 min; active compounds read low | activity change, % for hits at 50 µM | actives 0.32% (n = 360,000) | AID 651550; in the data active = activity change below about -80%; inconclusive = mostly about -51% to -80%; note: % is set by controls: 0 for no effect and ±100 for the full control effect
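Neuro2A cells (4,500/well, DMEM with 0.5% FBS) were treated with compound at a single 50 µM final concentration, stimulated with 6 nM IGF for 20 min at 37 °C, and lysed. Phospho-Akt Ser473 was read by HTRF as 665/615 ratio ×10^4.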
EPAC2 ag – activates human EPAC2 exchange factor; Q8WZA2; EPAC2 activation, biochemical qHTS; response scale: 100% = 6.5 mM cAMP response; Potency, µM (series often up to 154 µM), for the others: at the top dose activation, actives largely listed as activators; actives 0.079% (n = 360,000); AID 720711; note: potency is the fitted concentration of half-maximal effect; nearly all actives have a fitted effect of over 50% in size
Target sequence (Q8WZA2 whole entry, looked up): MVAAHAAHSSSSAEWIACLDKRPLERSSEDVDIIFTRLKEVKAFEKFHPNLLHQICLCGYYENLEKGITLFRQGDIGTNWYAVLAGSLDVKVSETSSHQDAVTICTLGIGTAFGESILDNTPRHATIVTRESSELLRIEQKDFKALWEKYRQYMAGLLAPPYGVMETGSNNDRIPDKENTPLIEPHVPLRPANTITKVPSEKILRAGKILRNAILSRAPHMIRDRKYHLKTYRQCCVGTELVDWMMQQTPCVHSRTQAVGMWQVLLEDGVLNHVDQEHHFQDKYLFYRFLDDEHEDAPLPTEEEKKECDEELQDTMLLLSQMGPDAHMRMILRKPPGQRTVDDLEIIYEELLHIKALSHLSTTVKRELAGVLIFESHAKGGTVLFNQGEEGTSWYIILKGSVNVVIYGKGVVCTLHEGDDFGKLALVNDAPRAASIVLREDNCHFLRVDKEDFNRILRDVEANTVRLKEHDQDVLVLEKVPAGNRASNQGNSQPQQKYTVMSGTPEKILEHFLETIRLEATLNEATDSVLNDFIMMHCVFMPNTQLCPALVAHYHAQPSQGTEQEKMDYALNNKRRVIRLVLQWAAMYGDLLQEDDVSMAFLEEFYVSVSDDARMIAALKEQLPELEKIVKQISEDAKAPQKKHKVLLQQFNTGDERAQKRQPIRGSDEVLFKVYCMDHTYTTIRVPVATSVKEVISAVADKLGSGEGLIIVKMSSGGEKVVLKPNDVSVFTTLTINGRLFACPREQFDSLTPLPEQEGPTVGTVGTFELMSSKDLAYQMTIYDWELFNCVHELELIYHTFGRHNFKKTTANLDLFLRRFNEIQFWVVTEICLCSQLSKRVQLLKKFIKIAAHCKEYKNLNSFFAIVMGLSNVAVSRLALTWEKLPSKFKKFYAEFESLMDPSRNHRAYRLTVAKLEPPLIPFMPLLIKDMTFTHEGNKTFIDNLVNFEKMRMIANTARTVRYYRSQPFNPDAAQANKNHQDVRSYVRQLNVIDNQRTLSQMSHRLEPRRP
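Setup: EPAC2 100 nM, labeled Rap1B complex 250 nM, free GDP 50 uM. Compound titrations pinned in, brief spin, 5 min room temperature incubation. Kinetic fluorescence read over 30 min, normalized to 6.5 mM cAMP.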
CCT chaperon mod – cytosolic chaperonin activity modulation | purified chaperonin ATPase assay, HTRF ADP detection, 30 min | activity change, % (test concentration not listed), hits read low | actives 0.3% (n = 360,000) | AID 651819; in the data active = activity change below about -30%; note: % is set by controls: 0 for no effect and ±100 for the full control effect
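Enzyme 40 or 20 nM (batch-dependent) in Tris pH 7.4/KCl/MgCl2/DTT; cpd 76 uM single point; ATP 10 uM; 30 min 37 °C; Transcreener ADP HTRF detection, 30 min RT; ratio 665/615.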
D3 ag – agonists of human D3 dopamine receptor | P35462 | D3R DiscoveRx beta-arrestin cells, luminescence, 90 min | max activation, % | actives 0.58% (n = 410,000); in the data active = max activation above about 30%; note: 0% is about no effect; mostly tested at two doses, the higher about 12 µM
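Cells at 1500/well, incubated overnight, then treated with pinned compounds (dopamine as control) for 90 min at 37 degrees C. DiscoveRx reagent added for 30 - 60 minutes at room temperature; luminescence read.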
DRD3 antagonist – D3 dopamine receptor (human) antagonism; max response, negative = inhibition, %; D3R cells, DiscoveRx beta-arrestin luminescence, antagonist mode; active compounds read low; actives 2.5% (n = 360,000); AID 652054; P35462; in the data active = max response below about -50%; inconclusive = no clear call, values can overlap the other calls; note: % is set by controls: 0 for no effect and ±100 for the full control effect; mostly tested at two doses, the higher about 12 µM
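Cells expressing the human receptor were seeded at 1500 cells/well, incubated overnight at 37 degrees C in 5% CO2, then exposed to library compounds with dopamine controls for 90 minutes at 37 degrees C before luminescent detection.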
PTHR1 agonist – PTHR1 (human) receptor agonism. actives 0.075% (n = 410,000). HEK293 GP2 PTHR1 cells, GloSensor cAMP luminescence, 1 h. Potency, µM (doses to about 115 µM), for inactives: at the highest dose activation, actives largely listed as activators. AID 743266. Q03431; note: potency is the fitted concentration of half-maximal effect; nearly all actives have a fitted effect of over 55% in size; some results filed as inactive show a strong effect at the top dose; inactives centre near -15; many of its hits are not listed in these tables
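HEK-293-derived GP2 cells expressing PTHR1 and a GloSensor cAMP reporter, 3,000/well, plated overnight, given luciferin plus IBMX (each 0.5 mM as added) for 1 h at 37 °C, then compound for 1 h at 37 °C. Luminescence was read after 15 min at room temperature.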
MmCpn inh – M. maripaludis TRiC chaperonin inhibition; purified Mm-Cpn ATPase, ADP Transcreener TR-FRET; Potency, µM (series often up to 76.9 µM), for inactives: at the top dose activity, negative = inhibition, most hits filed as inhibitors; actives 0.031% (n = 330,000); AID 504842; note: potency is the fitted concentration of half-maximal effect; % is set by controls: 0 for no effect and ±100 for the full control effect; nearly all actives have a fitted effect of over 80% in size
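TR-FRET (320 nm excitation; 590 and 665 nm emission) reports ADP made from 10 uM ATP by 25 nM enzyme; compounds were preincubated 10 min, reaction run 30 min, both at 37°C.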
EPAC2 antagonist – blocks human EPAC2 exchange factor; Q8WZA2; EPAC2 GEF exchange of Rap1B-BODIPY-GDP, fluorescence; Potency, µM (titrated, usually from 114 µM), without a hit: at the highest dose activity, negative = inhibition, hits mostly inhibitors; actives 0.18% (n = 360,000); AID 720708; note: potency is the fitted concentration of half-maximal effect; % is set by controls: 0 for no effect and ±100 for the full control effect; nearly all actives have a fitted effect of over 45% in size; many of its hits are not listed in these tables
Active calls of the source: *; [ ] = another dose, or the depositor's remark. Unless noted, calls come from the whole dose curve; as a rule, active = well fitted curve in the direction sought with a large enough effect; inconclusive = small, poorly fitted or top-dose-only effect, or another doubt; inactive = no such curve, though single readings can be large; an effect the other way counts as inactive or inconclusive. An excerpt; the hit share may differ from the screen's.

How did CN1C(=O)c2cccc3c(S(=O)(=O)Nc4ccccn4)ccc1c23 do in these assays?
pAkt inh: inactive; EPAC2 ag: 4%; CCT chaperon mod: -2.0; D3 ag: 5; DRD3 antagonist: 60; PTHR1 agonist: inactive; MmCpn inh: 0%; EPAC2 antagonist: -5%

How did Cc1csc(CN(C)C(=O)C2CCC(=O)N(Cc3ccc(Cl)cc3)C2)n1 (stereo not given) do in these assays?
pAkt inh: inactive; EPAC2 ag: -1%; CCT chaperon mod: -0.9; D3 ag: 0; DRD3 antagonist: 11; PTHR1 agonist: inactive; MmCpn inh: -1%; EPAC2 antagonist: -5%

Results for CC(=O)Nc1nc(COc2ccccc2)cs1 ?
pAkt inh: inactive; EPAC2 ag: 3%; CCT chaperon mod: 2.6; D3 ag: 5; DRD3 antagonist: 18; PTHR1 agonist: -30%; MmCpn inh: 1%; EPAC2 antagonist: 9%

Results for CC1(C(=O)NS(=O)(=O)Cc2cccc(Cl)c2)CCN1C(=O)Cc1ccc(-c2ccccc2)cc1 (stereo not given) ?
EPAC2 ag: 3%; CCT chaperon mod: -0.4; D3 ag: -3; DRD3 antagonist: -30; PTHR1 agonist: -17%; EPAC2 antagonist: -21%

Results for Cc1cc(=O)oc2cc(OCC3CC(c4ccc(Br)cc4)=NO3)ccc12 (stereo not given) ?
pAkt inh: inactive; EPAC2 ag: 1%; CCT chaperon mod: 1.1; D3 ag: 3; DRD3 antagonist: 16; PTHR1 agonist: -6%[57.5 µM]; MmCpn inh: -1%; EPAC2 antagonist: -1%

Results for Clc1cccc(Sc2ccc(-c3ccccn3)s2)c1 ?
pAkt inh: inactive; EPAC2 ag: 12%; CCT chaperon mod: -0.4; D3 ag: 2; DRD3 antagonist: 6; PTHR1 agonist: inactive; MmCpn inh: inconclusive; EPAC2 antagonist: -22%

What do the screens show for `O=C(COc1ccccc1Cl)Nc1ccc(CN2CCCCC2)cc1`?
pAkt inh: inactive; EPAC2 ag: 6%; CCT chaperon mod: -0.6; D3 ag: -18; DRD3 antagonist: -18; PTHR1 agonist: inactive; MmCpn inh: 3%; EPAC2 antagonist: 6%

Results for CSCCC(NC(=O)c1ccco1)C(=O)OCC(=O)N1c2ccccc2NC(=O)C1(C)C (stereo not given) ?
pAkt inh: inactive; EPAC2 ag: -1%; CCT chaperon mod: -0.5; D3 ag: 0; DRD3 antagonist: 23; PTHR1 agonist: inactive; MmCpn inh: 1%; EPAC2 antagonist: 9%

How did O=C(Nc1cccc([N+](=O)[O-])c1)C1COc2ccccc2O1 (stereo not given) do in these assays?
pAkt inh: inactive; EPAC2 ag: 9%; CCT chaperon mod: -3.5; D3 ag: 0; DRD3 antagonist: 6; PTHR1 agonist: -12%; MmCpn inh: 0%; EPAC2 antagonist: 3%

Results for Cc1ccccc1CN1C(=O)C(O)(CC(=O)c2ccncc2)c2ccccc21 (stereo not given) ?
pAkt inh: inactive; EPAC2 ag: -10%; CCT chaperon mod: -2.2; D3 ag: -1; DRD3 antagonist: inconclusive; PTHR1 agonist: -3%[57.5 µM]; MmCpn inh: 1%; EPAC2 antagonist: -5%

Results for O=C(Nc1ccccn1)c1ccc(S(=O)(=O)N2CCCC2)cc1 ?
pAkt inh: inactive; EPAC2 ag: -3%; CCT chaperon mod: -0.1; D3 ag: -17; DRD3 antagonist: 11; PTHR1 agonist: -4%; MmCpn inh: 2%; EPAC2 antagonist: 12%

What do the screens show for `CN(C)S(=O)(=O)c1ccc(C(=O)Nc2ccc3ncccc3c2)cc1`?
pAkt inh: inactive; EPAC2 ag: 2%; CCT chaperon mod: -0.2; D3 ag: 3; DRD3 antagonist: 2; PTHR1 agonist: -19%; MmCpn inh: 0%; EPAC2 antagonist: -3%

The closing 2 compounds of the section before open the next one:
Results for O=C(Nc1ccccn1)c1ccc(S(=O)(=O)N2CCCC2)cc1 ?
pAkt inh: inactive; EPAC2 ag: -3%; CCT chaperon mod: -0.1; D3 ag: -17; DRD3 antagonist: 11; PTHR1 agonist: -4%; MmCpn inh: 2%; EPAC2 antagonist: 12%

What do the screens show for `CN(C)S(=O)(=O)c1ccc(C(=O)Nc2ccc3ncccc3c2)cc1`?
pAkt inh: inactive; EPAC2 ag: 2%; CCT chaperon mod: -0.2; D3 ag: 3; DRD3 antagonist: 2; PTHR1 agonist: -19%; MmCpn inh: 0%; EPAC2 antagonist: -3%

Results for CCCCCCCC(=O)NC1=NC(=O)C(C)(C)S1 ?
pAkt inh: inactive; EPAC2 ag: -6%; CCT chaperon mod: 0.0; D3 ag: 0; DRD3 antagonist: 23; PTHR1 agonist: inactive; MmCpn inh: -3%; EPAC2 antagonist: 0%

What do the screens show for `C=CCn1c(-c2cccc(Cl)c2)n[nH]c1=S`?
pAkt inh: -109%*; EPAC2 ag: 6%; CCT chaperon mod: -3.1; D3 ag: 5; DRD3 antagonist: -57*; PTHR1 agonist: inactive; MmCpn inh: -15%; EPAC2 antagonist: 4%

What do the screens show for `Cc1cccc(-c2ccc3[nH]c4c(c3c2)CCN2C[C@H]3[C@H](C)ON(C)[C@H]3C[C@@H]42)c1`?
pAkt inh: inactive; EPAC2 ag: 14%; CCT chaperon mod: -1.3; D3 ag: -10; DRD3 antagonist: inconclusive; PTHR1 agonist: -32%; EPAC2 antagonist: -4%

How did O=C(Nc1ccc(F)cc1)c1cccc(N2C(=O)C3C4CCC(C4)C3C2=O)c1 (stereo not given) do in these assays?
pAkt inh: inactive; EPAC2 ag: -4%; CCT chaperon mod: 1.1; D3 ag: 6; DRD3 antagonist: 6; PTHR1 agonist: -12%; MmCpn inh: 0%; EPAC2 antagonist: -1%

Results for CC1CN(c2nc3c(c(=O)n(C)c(=O)n3C)n2Cc2c(Cl)cccc2Cl)CC(C)O1 (stereo not given) ?
pAkt inh: inactive; EPAC2 ag: 4%; CCT chaperon mod: 1.9; D3 ag: 0; DRD3 antagonist: 3; PTHR1 agonist: -4%; EPAC2 antagonist: 1%

How did C=CC[C@@H](CC(=O)N(CCO)Cc1ccccc1)C(=O)N[C@H](COC(=O)[C@@H](CC=C)CC(=O)OC(C)(C)C)Cc1c[nH]c2ccccc12 do in these assays?
pAkt inh: inactive; EPAC2 ag: -8%; CCT chaperon mod: 0.3; D3 ag: 0; DRD3 antagonist: 37; PTHR1 agonist: inactive; MmCpn inh: -2%; EPAC2 antagonist: -19%

How did CCN(CC)C(=O)CC(c1ccccc1)c1ccco1 (stereo not given) do in these assays?
EPAC2 ag: -1%; CCT chaperon mod: 0.7; D3 ag: 1; DRD3 antagonist: -12; PTHR1 agonist: inactive; MmCpn inh: -2%; EPAC2 antagonist: 5%

How did CC(=O)c1cccc(NC(=O)N2CCCC2C(=O)NCc2ccccc2)c1 (stereo not given) do in these assays?
pAkt inh: inactive; EPAC2 ag: 9%; CCT chaperon mod: -1.1; D3 ag: -4; DRD3 antagonist: -14; PTHR1 agonist: -20%; MmCpn inh: 1%; EPAC2 antagonist: -5%

What do the screens show for `CCSc1nnc(CNC(=O)C23CC4CC(CC(C4)C2)C3)n1C1CCCCC1`?
pAkt inh: inactive; EPAC2 ag: inconclusive; CCT chaperon mod: -2.1; D3 ag: -5; DRD3 antagonist: -17; PTHR1 agonist: inactive; MmCpn inh: 1%; EPAC2 antagonist: 0%

Results for O=[N+]([O-])c1cc([N+](=O)[O-])c(Oc2cncc(Cl)c2)cc1NC1CCCCCCC1 ?
pAkt inh: inactive; EPAC2 ag: 5%; CCT chaperon mod: -2.5; D3 ag: 12; DRD3 antagonist: -4; PTHR1 agonist: inactive; MmCpn inh: -1%; EPAC2 antagonist: 6%

What do the screens show for `Cn1c(SC/C=C/c2ccccc2)nnc1-c1cccs1`?
pAkt inh: inactive; EPAC2 ag: 7%; CCT chaperon mod: 0.1; D3 ag: 7; DRD3 antagonist: 20; PTHR1 agonist: -3%; MmCpn inh: 2%; EPAC2 antagonist: 3%

What do the screens show for `CN(C)S(=O)(=O)c1cccc(NC(=O)c2cc3c(=O)n4ccccc4nc3s2)c1`?
pAkt inh: inactive; EPAC2 ag: 0%; CCT chaperon mod: -1.9; D3 ag: 1; DRD3 antagonist: 11; PTHR1 agonist: -42%; MmCpn inh: -6%; EPAC2 antagonist: -12%

What do the screens show for `O=C(COC(=O)c1ccc(N2CCCC2=O)cc1)NCc1ccco1`?
pAkt inh: inactive; EPAC2 ag: 2%; CCT chaperon mod: -1.9; D3 ag: -1; DRD3 antagonist: 0; PTHR1 agonist: inactive; MmCpn inh: 1%; EPAC2 antagonist: -2%

Results for CN(CC(=O)Nc1ccccc1Cl)C(=O)COC(=O)c1ccc([N+](=O)[O-])cc1Cl ?
pAkt inh: inactive; EPAC2 ag: -1%; CCT chaperon mod: -2.4; D3 ag: 9; DRD3 antagonist: 18; PTHR1 agonist: -41%[inhibitor]; MmCpn inh: 0%; EPAC2 antagonist: 13%

Results for COc1ccc2c(c1)c1nnc(SCC(=O)NC3CC3)nc1n2C ?
pAkt inh: inactive; EPAC2 ag: 3%; CCT chaperon mod: -16; D3 ag: 4; DRD3 antagonist: 5; PTHR1 agonist: 15%; MmCpn inh: 1%; EPAC2 antagonist: -19%

Results for Cc1ccc2nc3c(cc2c1)c(NC(=O)c1ccco1)nn3CC(C)C ?
pAkt inh: inactive; EPAC2 ag: 15%; CCT chaperon mod: -3.3; D3 ag: 7; DRD3 antagonist: -13; PTHR1 agonist: inactive; MmCpn inh: 0%; EPAC2 antagonist: -4%

How did CCCN(CCC)S(=O)(=O)c1ccc(NS(=O)(=O)c2ccc(F)cc2)cc1 do in these assays?
pAkt inh: inactive; EPAC2 ag: -1%; CCT chaperon mod: -0.2; D3 ag: 23; DRD3 antagonist: -11; PTHR1 agonist: -34%[inhibitor][57.5 µM]; MmCpn inh: 1%; EPAC2 antagonist: -4%

What do the screens show for `Cc1nc2sc(C(c3ccc(F)cc3)N3CCN(C(=O)c4ccco4)CC3)c(O)n2n1` (stereo not given)?
pAkt inh: inactive; EPAC2 ag: -9%; CCT chaperon mod: 1.6; D3 ag: -1; DRD3 antagonist: 1; PTHR1 agonist: inactive; MmCpn inh: 0%; EPAC2 antagonist: -5%

Results for Cc1cc(C)nc(Nc2n[nH]c(COc3ccccc3)n2)n1 ?
pAkt inh: inactive; EPAC2 ag: -5%; CCT chaperon mod: 0.2; D3 ag: -2; DRD3 antagonist: 6; PTHR1 agonist: inactive; MmCpn inh: 3%; EPAC2 antagonist: 6%
